Screening data from PubChem BioAssay.
KCNH2 WT inh = blocks the wildtype human KCNH2 potassium channel. Q12809. activity change, % at 1.84 µM. hit rate 0.37% among 340,000. AID 720551. U2OS, BacMam KCNH2, thallium flux FluxOr; active compounds read low;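 active = maximum activity change below -70%; inconclusive = maximum activity change between -70% and -50%; inactive = maximum activity change above -50%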; also: % is scaled to controls: 0 for no effect and ±100 for the full control effect
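U2OS cells were transduced with wild-type KCNH2 virus (2.03 x 10^8 / mL) for 4 h at room temperature, then cultured overnight at 37 C. Thallium flux was read with FluxOr dye. Rate constants were normalized to DMSO controls.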
PKM2 act = PKM2 (human) enzyme activation. hit rate 0.34% among 260,000. Potency, µM (titrated, usually from 57.5 µM), for the others: at the top dose activation, most hits filed as activators. AID 1631. purified PKM2, Kinase-Glo ATP luminescence, activation; response scale: 0% is enzyme alone, no compound; also: potency is read from the fitted curve at half-maximal effect; % is scaled to controls: 0 for no effect and ±100 for the full control effect; nearly all actives have a fitted effect of over 55% in size
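Purified hPK-M2 (>95% pure) converted ADP (0.1 mM final) to ATP with 0.5 mM PEP in 50 mM imidazole pH7.2, KCl, MgCl2, Tween 20, BSA; 1 h at room temperature. ATP detected by Kinase-Glo luminescence.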
KCNH2 3.1 inh = KCNH2 3.1 (human) potassium channel inhibition | activity change, % (tested at about 1.8 µM) | U2OS KCNH2 3.1, thallium flux FluxOr; active compounds read low | hit rate 0.95% among 340,000;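 active = maximum activity change below -70%; inconclusive = maximum activity change from -70% to -50%; inactive = maximum activity change above -50%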;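 also: thallium influx rate constant from kinetic fluorescence after stimulation buffer; % is scaled to controls: 0 for no effect and ±100 for the full control effect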
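Kinetic fluorescence (2 min after stimulation buffer) measures Tl+ influx through KCNH2 3.1 expressed by viral transduction in U2OS cells; the rate constant is normalized against DMSO controls serving as positive and negative references.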
TRPV1 ag = human TRPV1 agonism | TRPV1-expressing cells, Fluo-8 calcium influx, agonist mode | AID 540275 | hit rate 0.19% among 320,000 | activation, % at 8.33 µM | Q8NER1; in the data active = activation above about 80%; inconclusive = between about 30% and that limit; also: 0% is about no effect
Target sequence (Q8NER1 whole entry, looked up): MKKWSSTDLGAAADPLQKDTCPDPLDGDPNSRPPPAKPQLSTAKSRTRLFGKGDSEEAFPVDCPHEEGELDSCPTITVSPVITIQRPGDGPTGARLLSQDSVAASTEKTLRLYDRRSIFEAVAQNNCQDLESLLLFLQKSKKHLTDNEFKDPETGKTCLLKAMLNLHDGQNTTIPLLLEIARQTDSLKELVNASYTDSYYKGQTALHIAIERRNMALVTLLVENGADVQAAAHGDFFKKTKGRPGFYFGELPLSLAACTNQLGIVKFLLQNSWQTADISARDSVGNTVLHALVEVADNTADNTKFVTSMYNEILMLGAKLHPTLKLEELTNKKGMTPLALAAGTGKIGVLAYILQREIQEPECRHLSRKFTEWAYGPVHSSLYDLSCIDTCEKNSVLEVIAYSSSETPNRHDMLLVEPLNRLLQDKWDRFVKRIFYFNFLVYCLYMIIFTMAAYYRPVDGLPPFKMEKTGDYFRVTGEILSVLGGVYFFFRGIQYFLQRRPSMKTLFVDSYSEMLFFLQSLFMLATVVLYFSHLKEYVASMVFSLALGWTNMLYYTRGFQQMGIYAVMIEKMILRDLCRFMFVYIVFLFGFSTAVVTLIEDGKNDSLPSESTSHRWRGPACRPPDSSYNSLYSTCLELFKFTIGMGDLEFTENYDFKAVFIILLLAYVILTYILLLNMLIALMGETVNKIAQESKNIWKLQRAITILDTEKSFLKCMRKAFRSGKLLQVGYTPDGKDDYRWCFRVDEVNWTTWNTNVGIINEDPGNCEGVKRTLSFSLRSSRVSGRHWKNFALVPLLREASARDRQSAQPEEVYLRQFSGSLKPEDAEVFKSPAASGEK
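Fluo-8 calcium influx in TRPV1-expressing cells, kinetic read (ex 480/em 520 nm). Compound added and read 3 min for agonist activity, followed by capsaicin at EC20 final and 2 min further read for enhancement.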
CXXC DNA block = MLL CXXC-DNA interaction inhibition | Potency, µM (highest dose often 115 µM), without a hit: top-dose activity change, negative = inhibition, usual class: inhibitors | MLL-CXXC / FITC-HOXA9 DNA fluorescence polarization | hit rate 0.037% among 290,000; active = well fitted inhibition curve with a large enough effect in the polarisation, with a control signal flat, not every such curve was filed as active; inconclusive = small, poorly fitted or top-dose-only effect, or effect the other way, or a change in a side signal; inactive = no such curve, though single readings can be large or run the other way; the % refers to the polarisation; also: potency is read from the fitted curve at half-maximal effect
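Purified MLL-CXXC (added from a 7 uM solution) was preincubated 5 min at ambient with pinned compounds in 50 mM Tris-HCl pH 7.5, 50 mM NaCl, 1 mM DTT, 0.05% BSA. Fluorescein-labeled HOX-A9 DNA (50 nM solution) followed, 30 min, then polarization read.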
USP2a inh = blocks human ubiquitin-specific protease USP2a; hit rate 0.01% among 330,000; AID 463254; Potency, µM (highest dose often 38.3 µM), for inactives: at the highest dose activity change, negative = inhibition, hits mostly inhibitors; USP2 core, Ub-CHOP2 coupled fluorogenic reporter, 485/531;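 also: potency is read from the fitted curve at half-maximal effect; plate controls were DMSO wells for no effect and full inhibition by NEM control for full effect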
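Cell-free coupled assay: 10nM USP2 core preincubated 30min RT with compound in Tris-HCl pH 8.0/CaCl2/CHAPS buffer, then 25nM Ub-CHOP2 and 25nM reporter substrate; fluorescence (Ex 485/Em 531) read after 60min RT, normalized to NEM inhibition, concentration-response curves fitted.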
B2AR arrestin = agonists driving beta-arrestin recruitment to human beta2-adrenergic receptor. Potency, µM (highest dose often 46.1 µM), for inactives: top-dose activation, hits mostly activators. hit rate 0.02% among 330,000. AID 492947. beta-arrestin recruitment to beta2AR, cell-based reporter. P07550;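 also: potency is read from the fitted curve at half-maximal effect; 0% = DMSO controls and full agonism = EC100 isoproterenol or metaproterenol; nearly all actives have a fitted effect of over 65% in size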
GALK inh = blocks human galactokinase activity | Potency, µM (top dose mostly 57.5 µM), without a hit: at the highest dose activity change, negative = inhibition, most hits filed as inhibitors | Purified GALK, Kinase-Glo residual ATP luminescence | AID 1868 | hit rate 0.007% among 270,000 | P51570; also: potency is read from the fitted curve at half-maximal effect; % is scaled to controls: 0 for no effect and ±100 for the full control effect
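Human GALK (5 nM) with 35 uM ATP and 100 uM galactose in 20 mM HEPES pH 8.0, 5 mM MgCl2, 60 mM NaCl, 1 mM DTT, 0.01% BSA. After 1 h at room temperature, leftover ATP was read by Kinase-Glo Plus luminescence.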
Menin-MLL TR inh = menin-MLL binding inhibition, Texas Red mutant peptide. O00255. Menin + Texas Red MLL mutant peptide, fluorescence polarization. Potency, µM (highest dose often 61.6 µM), for inactives: at the top dose FP activity change, negative = inhibition, most hits filed as inhibitors. hit rate 0.23% among 270,000. AID 1768; active = well fitted inhibition curve with a large enough effect in the polarisation, with a control signal flat, not every such curve was filed as active; inconclusive = small, poorly fitted or top-dose-only effect, or effect the other way, or a change in a side signal; inactive = no such curve, though single readings can be large or run the other way; the % refers to the polarisation; also: potency is read from the fitted curve at half-maximal effect; % of control where 0% means no effect; many of its hits are not listed in these tables
Giardia killer = kills Giardia lamblia; Giardia lamblia trophozoite viability; activity change, % at 7.66 µM, hits read low; hit rate 0.15% among 340,000; in the data active = activity change below about -80%; inconclusive = between about -30% and that limit;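 also: parasites exposed to compound for two days anaerobically before the ATP read; % is scaled to controls: 0 for no effect and ±100 for the full control effect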
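Trophozoites 100 cells/well + cpd; 48 hrs, 37 deg C, anaerobic. ATPLite 1-Step added, 15-30 min RT, luminescence read (ATP-based viability).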
Coupling enz = coupling enzyme interference in Giardia aldolase counter-screen | hit rate 0.67% among 290,000 | activity change, negative = inhibition, % at 58.2 µM, hits read low | coupling enzyme system counterscreen, AmpLite Red fluorescence | AID 2472; in the data active = activity change below about -30%; also: % is scaled to controls: 0 for no effect and ±100 for the full control effect
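Counterscreen lacking aldolase: glyceraldehyde-3-phosphate coupling-enzyme reagent preincubated 10 min at RT with compound (at 57.5 uM final), then substrate/coupling system with AmpLite Red added; fluorescence read at 525/598 nm after 20 min RT.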
* hit, by the source's call; i = inactive; ? = inconclusive; . = not tested or not shown; [ ] = dose if it differs, or a comment. Unless noted, calls follow the shape of the dose curve; as a rule, active = well fitted curve in the direction sought with a large enough effect; inconclusive = small, poorly fitted or top-dose-only effect, or another doubt; inactive = no such curve, though single readings can be large; an effect the other way counts as inactive or inconclusive. The list is partial; count on the stated rates, not on these rows.

SMILES	KCNH2 WT inh	PKM2 act	KCNH2 3.1 inh	TRPV1 ag	CXXC DNA block	USP2a inh	B2AR arrestin	GALK inh	Menin-MLL TR inh	Giardia killer	Coupling enz
O=C(Nc1ccc2oc(=O)ccc2c1)c1ccc2ccccc2c1	1	0%	-5	?	-4%	-1%	-0.2%	0%	?	5	-8
CC(SC1=NCCS1)C(=O)Nc1nnc(-c2ccc(Cl)cc2)s1 (stereo unspecified)	-10	-7%	-6	5	10%	1%	-0.7%	-1%	?	10	5
O=C(c1ccc(Cl)cc1)c1cnc2ccccn12	0	-8%	-5	-5	7%	0%	-0.6%	1%	-8%	-10	6
O=C(c1ccccc1)N1CCN(CCc2ccccn2)CC1	-4	9%	2	0	5%	-4%	-0.1%	4%	2%	-12	2
O=C(C1CC1)N1CCN=C1SCc1ccc(Cl)cc1	-5	-5%	3	1	-9%	-1%	0.3%	-1%	-2%	-21	2
CCc1nnc(NC(=O)CSc2nnc(CNC(=O)c3ccc(OC)c(OC)c3)o2)s1	.	2%	18	-1	53%[activator]	0%	0.5%	8%	-9%	1	3
CCNC(=O)CN(C1CCCCC1)S(C)(=O)=O	7	2%	4	-2	8%	3%	0.3%	1%	-5%	16	-1
O=C(COC(=O)CNC(=O)c1ccccc1F)Nc1ccc(Cl)cn1	9	.	2	.	.	2%	0.1%	.	.	11	.
Cc1ccccc1NC(=O)N(C(C)C)C(C)C	1	-5%	-10	-4	1%	-2%	-0.1%	0%	-3%	9	-2
Cc1ccc(S(=O)(=O)N2CCC(C(=O)NCC3CCCO3)CC2)cc1 (stereo unspecified)	-6	3%	6	-1	-7%	3%	0.2%	0%	-1%	-3	-1
S=C(Nc1cc(Cl)cc(Cl)c1)N1CCN(c2ccccn2)CC1	-26	-1%	-2	-2	-1%	0%	-0.4%	-3%	.	4	.
Cc1ccc(C)c(CSc2ncccc2C(=O)O)c1	4	-2%	5	-5	6%	7%	-0.5%	.	-5%	-3	2
Cc1ccc(C(C(=O)NC2CCCCC2)N2CCC3(CC2)OCCO3)cc1 (stereo unspecified)	3	0%	1	25	9%	0%	-0.3%	0%	-2%	-8	2
Cc1nn(C(C)C(=O)NCCC2=CCCCC2)c(=O)c2nn(-c3ccccc3)c(C)c12 (stereo unspecified)	5	.	6	5	14%	0%	0.3%	-6%	.	-4	.
CC(C)c1ccc(NC(=O)c2cc(S(=O)(=O)N3CCCCC3)c[nH]2)cc1	-5	-6%	17	2	0%	-2%	0.4%	.	0%	16	2
Cc1ccc(S(=O)(=O)Nc2ccc(N=Nc3ccc(O)cc3)cc2)cc1	-7	-7%	-12	14	-2%	0%	-0.9%	-2%	19%	3	9
C=CCSc1nnc2c(n1)OC(c1cccnc1)N(C(C)=O)c1ccccc1-2 (stereo unspecified)	9	-3%	-9	-2	?	-5%	-0.2%	2%	-3%	0	1
O=C(CSc1ncn[nH]1)NCc1ccccc1	-11	-15%	-10	-2	-14%	-1%	-0.9%	2%	13%	1	-6
CC(=O)N1CCN(Cc2nc3cc(NC(=O)Nc4ccccc4)ccc3n2C)CC1	9	0%	12	-2	1%	1%	-0.5%	6%	15%	-19	-1
O=C(C1=COCCO1)N(Cc1nnc(-c2ccccc2Cl)o1)C1CC1	-10	.	-11	1	.	4%	0.3%	.	.	-9	.
CC12CC(O)C3c4ccc(O)cc4CCC3C1CC/C2=N\O (stereo unspecified)	4	.	-12	-1	?	-2%	-0.5%	1%	?	17	0
O=C(O)c1ccccc1-c1csc(-c2ccccc2)n1	i	-4%	12	2	2%	2%	-0.1%	0%	4%	39[activator]	0
CCOC(=O)C(NC(=O)OC(C)C)(Nc1nccs1)C(F)(F)F (stereo unspecified)	-8	1%	4	-3	4%	-1%	0.0%	-5%	2%	-1	0
CC(C)(C)SCCNC(=O)CN1C(=O)c2cccc3cccc1c23	12	-1%[11.5 µM]	-5	2	-5%	0%	-0.3%	5%	1%	7	0
CCC(C(=O)NCc1cccnc1)n1nc(C)c2sc3ccccc3c2c1=O (stereo unspecified)	-4	.	-25	1	6%	2%	0.0%	-4%	.	-27	.

Part of the list above in order of formula weight, largest number first:
SMILES	KCNH2 WT inh	PKM2 act	KCNH2 3.1 inh	TRPV1 ag	CXXC DNA block	USP2a inh	B2AR arrestin	GALK inh	Menin-MLL TR inh	Giardia killer	Coupling enz
C=CCSc1nnc2c(n1)OC(c1cccnc1)N(C(C)=O)c1ccccc1-2 (stereo unspecified)	9	-3%	-9	-2	?	-5%	-0.2%	2%	-3%	0	1
CC(SC1=NCCS1)C(=O)Nc1nnc(-c2ccc(Cl)cc2)s1 (stereo unspecified)	-10	-7%	-6	5	10%	1%	-0.7%	-1%	?	10	5
Cc1ccc(S(=O)(=O)Nc2ccc(N=Nc3ccc(O)cc3)cc2)cc1	-7	-7%	-12	14	-2%	0%	-0.9%	-2%	19%	3	9
Cc1ccc(S(=O)(=O)N2CCC(C(=O)NCC3CCCO3)CC2)cc1 (stereo unspecified)	-6	3%	6	-1	-7%	3%	0.2%	0%	-1%	-3	-1
O=C(C1=COCCO1)N(Cc1nnc(-c2ccccc2Cl)o1)C1CC1	-10	.	-11	1	.	4%	0.3%	.	.	-9	.
O=C(Nc1ccc2oc(=O)ccc2c1)c1ccc2ccccc2c1	1	0%	-5	?	-4%	-1%	-0.2%	0%	?	5	-8
O=C(O)c1ccccc1-c1csc(-c2ccccc2)n1	i	-4%	12	2	2%	2%	-0.1%	0%	4%	39[activator]	0
CCNC(=O)CN(C1CCCCC1)S(C)(=O)=O	7	2%	4	-2	8%	3%	0.3%	1%	-5%	16	-1
Cc1ccccc1NC(=O)N(C(C)C)C(C)C	1	-5%	-10	-4	1%	-2%	-0.1%	0%	-3%	9	-2

Going on with the list:
SMILES	KCNH2 WT inh	PKM2 act	KCNH2 3.1 inh	TRPV1 ag	CXXC DNA block	USP2a inh	B2AR arrestin	GALK inh	Menin-MLL TR inh	Giardia killer	Coupling enz
CCOC(=O)CSC1=Nc2ccccc2C2=NC(CC(=O)NCc3ccc(OC)cc3)C(=O)N12 (stereo unspecified)	1	-3%	-6	-1	10%	-1%	-0.3%	-2%	26%	-3	0
COc1ccc(-c2ccc(CCC(=O)O)n2-c2ccccc2OC)cc1	-4	-1%	-1	-2	6%	0%	-0.5%	-4%	20%	-13	9
O=C(C1CCCN(S(=O)(=O)c2cc(Cl)ccc2Cl)C1)N1CCCC1 (stereo unspecified)	-2	0%	3	19	4%	2%	-1.0%	-2%	-11%	7	0
Cc1cccc(NC(=O)c2sc(-c3ccccc3)nc2-c2ccc([N+](=O)[O-])cc2)c1	17	-1%	-16	-4	13%	1%	-0.4%	0%	31%[activator]	0	-2
Cc1cccc(C(=O)NCCc2ccc(S(N)(=O)=O)cc2)c1[N+](=O)[O-]	1	1%	8	-1	11%	3%	-0.5%	2%	-4%	3	-2
CN(C)/C=N/c1ncc(-c2ncc(C(F)(F)F)cc2Cl)cn1	-3	-1%	12	1	14%	0%	-0.1%	0%	2%	-7	-1
Cc1ccccc1NC(=O)CSc1nnc(Cc2ccccc2)o1	1	1%	-12	4	1%	2%	0.0%	-4%	-4%	-9	-3

Arranged by value in B2AR arrestin (descending): three of the compounds above
| Structure | PKM2 act | TRPV1 ag | CXXC DNA block | B2AR arrestin | GALK inh | Menin-MLL TR inh |
| --- | --- | --- | --- | --- | --- | --- |
| O=C(C1CC1)N1CCN=C1SCc1ccc(Cl)cc1 | -5% | 1 | -9% | 0.3% | -1% | -2% |
| O=C(c1ccccc1)N1CCN(CCc2ccccn2)CC1 | 9% | 0 | 5% | -0.1% | 4% | 2% |
| O=C(Nc1ccc2oc(=O)ccc2c1)c1ccc2ccccc2c1 | 0% | ? | -4% | -0.2% | 0% | ? |
